Assay outcomes (PubChem)
DENV2 CPE = DENV2-induced cell death inhibition; DENV2-infected cells, cytopathic effect rescue, plate reader; CPE inhibition, % at 9.99 µM; actives 1.7% (n = 350,000); AID 651640; in the data active means CPE inhibition above about 20%, passing the limit was not always enough; inconclusive means no clear call, values can overlap the other calls; tested in BHK-21 cells;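 further: 0% = median of neutral control wells and 100% = median of positive control wells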
CASP6 VEID inh = caspase-6 (human) enzyme inhibition. purified caspase-6, Z-VEID-R110 cleavage fluorescence. inhibition, % at 12.5 µM. actives 0.53% (n = 350,000);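 active means mean inhibition across replicates at least about 35%, with every replicate also reaching that limit, limit read from the data; inconclusive means only one of the two criteria met; inactive means neither criterion met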;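 further: 0% = median of neutral control wells and 100% = no fluorescence left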
Target sequence (P55212 24-179 limits assumed): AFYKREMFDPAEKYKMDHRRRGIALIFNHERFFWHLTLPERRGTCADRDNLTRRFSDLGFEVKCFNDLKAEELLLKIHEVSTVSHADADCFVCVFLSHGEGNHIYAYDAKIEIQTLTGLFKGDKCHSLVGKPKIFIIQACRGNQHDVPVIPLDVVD
Target sequence (P55212 194-293 limits assumed): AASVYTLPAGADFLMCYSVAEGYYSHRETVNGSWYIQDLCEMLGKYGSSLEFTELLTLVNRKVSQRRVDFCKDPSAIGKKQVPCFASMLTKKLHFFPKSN
F508del corr = correctors of CFTR F508del function in bronchial epithelial cells; activity (quench increase), % at 7.58 µM; CFBE cells, YFP halide quenching; stimulated with forskolin plus potentiator P3; % fluorescence drop versus neutral controls; AID 720511; actives 0.36% (n = 350,000);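 active means mean added fluorescence quench of at least 8% versus neutral control, with both replicates also reaching 8%; inconclusive means only one of the mean or replicate conditions met; inactive means mean below 8% and not both replicates reaching 8%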;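 further: cells transiently co-express mutant CFTR-F508del with the halide-sensitive YFP; corrector assay measuring rescue of mutant channel to the surface after 24 h compound exposure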
miR122 inh = miR-122 inhibition in Huh7 cells. actives 0.3% (n = 340,000). Huh7 miR-122 Renilla luciferase sensor, 48 h; neutral wells = 0, positive control = 100. AID 602342. activation (reporter increase), % at 12.5 µM;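 active means mean replicate activation score at least 90 and every replicate individually at or above 90; inconclusive means only one of the two criteria met; inactive means neither criterion met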;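 further: higher luciferase means less miR-122 activity so hits act as miR-122 inhibitors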
SIRT5 inh = inhibitors of human sirtuin-5 desuccinylase. actives 1.1% (n = 330,000). inhibition, % at 15 µM. Q9NXA8. Purified SirT5, succinyl-peptide AMC, trypsin-coupled fluorescence; in the data active means inhibition above about 15%; inconclusive means no clear call, values can overlap the other calls
Target sequence (Q9NXA8 whole entry, looked up): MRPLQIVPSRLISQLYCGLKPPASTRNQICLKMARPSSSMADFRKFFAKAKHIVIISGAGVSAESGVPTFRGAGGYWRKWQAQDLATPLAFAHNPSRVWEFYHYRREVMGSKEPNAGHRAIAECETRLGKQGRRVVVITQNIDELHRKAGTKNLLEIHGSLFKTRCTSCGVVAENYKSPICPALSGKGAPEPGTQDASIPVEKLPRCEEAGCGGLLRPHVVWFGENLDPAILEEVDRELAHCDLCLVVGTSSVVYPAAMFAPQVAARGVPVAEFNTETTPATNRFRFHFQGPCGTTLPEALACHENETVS
ERAP1 inh = blocks human ERAP1 aminopeptidase activity. inhibition, % at 10.7 µM. actives 0.15% (n = 340,000). recombinant ERAP1, Leu-AMC fluorescence, 60 min. Q9NZ08;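 active means mean replicate inhibition of at least 30%, or all replicates individually reaching that 30% level; inactive means mean below 30% and not every replicate reaching it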;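 further: 0% = neutral control wells and 100% = L-leucinethiol positive control wells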
ERp5 block = ERp5 (human) disulfide isomerase inhibition | ERp5 insulin aggregation, absorbance 650 nm, 90 min | inhibition, % at 9.99 µM | actives 0.05% (n = 350,000);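 active means mean replicate inhibition above about 25%, with every replicate also reaching it, limit read from the data, passing the limit was not always enough; inconclusive means only one of those two criteria met; inactive means neither criterion met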
Target sequence (Q15084 whole entry, looked up): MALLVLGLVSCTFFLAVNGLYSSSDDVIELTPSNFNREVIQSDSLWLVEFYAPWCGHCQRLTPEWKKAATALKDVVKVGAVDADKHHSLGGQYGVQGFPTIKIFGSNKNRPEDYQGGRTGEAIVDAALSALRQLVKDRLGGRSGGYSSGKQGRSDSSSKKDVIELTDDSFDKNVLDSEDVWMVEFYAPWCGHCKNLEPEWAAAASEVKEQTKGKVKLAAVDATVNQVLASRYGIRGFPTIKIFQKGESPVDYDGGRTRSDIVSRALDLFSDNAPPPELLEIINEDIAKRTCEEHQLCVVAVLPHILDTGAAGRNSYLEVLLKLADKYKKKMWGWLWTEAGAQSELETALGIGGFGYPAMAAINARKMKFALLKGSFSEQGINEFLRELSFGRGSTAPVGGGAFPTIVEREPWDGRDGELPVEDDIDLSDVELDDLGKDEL
An asterisk follows results filed as active; ? = inconclusive; . = no result given; & = joins results of further samples; [ ] = dose if it differs, or a comment.

SMILES	DENV2 CPE	CASP6 VEID inh	F508del corr	miR122 inh	SIRT5 inh	ERAP1 inh	ERp5 block
Cc1ccccc1S(=O)(=O)N1[C@@H](c2cccc(Cl)c2)C(C(=O)O)=CC[C@H]1c1ccc(Cl)cc1	6	8	1.5	11	8	5	-6
CN1[C@H](C(=O)NC2CCC2)[C@@H](CO)[C@@H]2Cn3c(ccc(-c4cccc(F)c4)c3=O)[C@@H]21	8	2	.	.	5	-3	1
O=C(Nc1cccnc1)c1ccc([N+](=O)[O-])cc1Cl	3	-3	.	.	-2	2	4
COc1ccc(NC(=O)Nc2ccc3c(c2)[C@H]2C[C@H](CC(=O)NC4CCCC4)O[C@H](CO)[C@H]2O3)cc1	-3	-1	2.1	-3[16.7 µM]	0	-1	0
CCn1cc(C(=O)O)c(=O)c2cc(F)c(N3CCN(C(=S)NC(=O)c4ccccc4)CC3)cc21	0	-7	6.0	.	-4	2	-4
CCC(=O)N(C)C[C@H]1[C@@H](c2ccc(-c3ccc(F)cc3)cc2)[C@@H](CO)N1C(C)=O	1	0	0.5	.	3	-4	0
COc1cc(OC)c(NS(=O)(=O)c2c(C)[nH]c(=O)[nH]c2=O)cc1Cl	7	1	2.5	-4	-5	3	2
CC(C)(C)CNC(=O)[C@]1(C)CCC[C@@]2(C)C3CC[C@@]4(C)C[C@]3(CCC21)CC4=O (stereo partly drawn)	-13	-2	1.1	.	.	.	3
CCOC(=O)[C@]12CCC=C1N(Cc1cccc3ccccc13)C(=O)[C@H](CC(=O)NCC13CC4CC(CC(C4)C1)C3)C2	-3	-3	-0.5	.	-3	-3	-1
Cc1ccc(NS(=O)(=O)c2ccccc2)c([N+](=O)[O-])c1	-6	-1	2.8	6	-4	1	5
C[C@@H]1CN([C@@H](C)CO)C(=O)c2cccc(N(C)C)c2O[C@H]1CN(C)Cc1ccccc1	-6	4	-0.7	-2[16.7 µM]	1	2	4
Cn1cnc(CCNC(=O)C[C@H]2CC[C@@H]3[C@H](COC[C@@H](O)CN3C(=O)Nc3ccc(C(F)(F)F)cc3)O2)c1	-3	-1	-0.1	-6[16.7 µM]	-2	1	0
CC(C)Nc1nnc(SC(C)C(=O)Nc2ccc(Cl)cn2)s1 (stereo not drawn)	-8	-3	1.3	.	-2	1	8
CN(CC(=O)Nc1ccc(F)c(F)c1F)C(=O)c1nn(Cc2ccccc2)c(=O)c2ccccc12	?	0	1.6	1	-5	1	5
CC(=O)Nc1ccc(S(=O)(=O)NCC2CCC(C(=O)NCCCN(C)Cc3ccccc3)CC2)cc1 (stereo not drawn)	?	-38	0.2	1	-10	0	0
O=C(Nc1ccccc1)N1CCC(C(=O)N2CCCC(C(F)(F)F)C2)CC1 (stereo not drawn)	-1	-1	-0.4	10	-3	2	4
CN(C)C(=O)C[C@H]1C=C[C@@H](NC(=O)NC2CCCC2)[C@@H](CO)O1	?	1	3.1	.	0	-1	0
O=C(COC(=O)c1ncc(Cl)c(Cl)c1Cl)Nc1ccc(Cl)cn1	9	6	2.3	.	-2	5	2
CC12CCC(C(=O)N3CCCc4ccccc43)(OC1=O)C2(C)C (stereo not drawn)	-4	-3	.	.	-22	2	1
C=CCn1c(SCCN2C(=O)c3ccccc3C2=O)nc2scc(-c3ccc(F)cc3)c2c1=O	-2	2	-0.3	-3	-6	-1	0
Cc1cc(C(=O)COC(=O)Cc2ccc(Br)cc2)c(C)n1C	11	4	0.2	.	-2	-3	-10
CCCC#Cc1ccc([C@@H]2[C@H](C#N)N(C(=O)C3CCCC3)[C@H]2CO)cc1	0	-8	1.7	.	0	5	-5
c1ccc(OCc2nnc(-c3ccccc3)o2)cc1	-2	0	0.3	.	-3	0	-4
Cc1ccc(S(=O)(=O)N2CCn3cccc3C2C)cc1 (stereo not drawn)	-1	1	2.1	1	-7	0	3
O=S(=O)(c1ccc(F)cc1)N1CCN(Cc2ccccn2)CC1	3	-7	0.4	-4	0	-1	-5
N/C(CC1CC1(Cl)Cl)=N\OC(=O)c1ccccc1 (stereo not drawn)	-5	1	-0.2	3	-3	-1	4
COC(=O)/C(C#N)=C/c1c(N2CCN(C)CC2)nc2ccccn2c1=O	1	-4	0.9	.	-6	-1	1
CC(Sc1nnc(-c2ccncc2)n1C)C(=O)Nc1nccs1 (stereo not drawn)	1	0	0.7	.	-2	-3	-3
CCc1nc(NCc2ccccc2)c(C#N)c2c1CCCC2	-3	-1	.	.	-3	13	3
O=C(COc1ccc(S(=O)(=O)N2CCOCC2)cc1Cl)NCc1ccc2c(c1)OCO2	18	-3	0.1	-2	.	-1	-1
O=C(NCC[C@H]1CC[C@@H](NS(=O)(=O)Cc2ccccc2)[C@@H](CO)O1)C1CCOCC1	17	-1	-1.7	.	-2	-2	-1
COC(=O)CN(c1ccc(C(C)C)cc1)S(=O)(=O)c1c(C)[nH]c(=O)[nH]c1=O	11	-1	-2.6	.	.	0	-4
Cc1nc(NC(=O)COC(=O)CCc2ccccc2)c(Cl)cc1Cl	17	0	-1.1	28	-1	-1	-4
O=C(O)COCC(=O)NCc1csc2ccccc12	?	0	-2.9	.	1	1	3
O=C(N/N=C\c1c(O)ccc2ccccc12)c1ccc(O)cc1	-9	-1	-6.6	-24	4	-6	0
COc1ccc2c3c(n(C)c2c1)[C@@H](CO)N(C(=O)Nc1ccc(F)cc1)CC31CN(Cc2ccccc2F)C1	11	0	4.4	.	0	-6	-7
CCCn1c(=O)c(C(=O)NCCc2ccccc2)c(O)c2ccccc21	0	-3	-2.9	.	-6	-4	-2
CC(=O)NC(=O)c1ccc(-c2ccc(Cl)cc2)o1	2	0	-0.4	1	-2	0	-4
Cc1ccc(C(=O)OCC(=O)c2c[nH]c3ccccc23)cc1	-7	-2	1.3	.	1	-2	2
O=C(C[C@H]1C/C=C\C[C@H](NC(=O)OCC2c3ccccc3-c3ccccc32)C(=O)OC[C@H]2CCCN2C1=O)NCCO	1	.	0.4	3	.	-6	-2
CCC1CCCCN1C(=O)Cn1c(=O)n(CCCC(=O)NCc2ccco2)c(=O)c2sccc21 (stereo not drawn)	-2	2	-0.5	.	-1	-5	-4
CCOC(=O)c1ccc(NS(=O)(=O)c2c(C)nc3sccn3c2=O)cc1	-2	0	-0.2	4	.	.	-3
Cc1ccc(NC(=O)CSc2n[nH]c(-c3ccccn3)n2)cc1	-2	-3	0.1	-1	0	-7	1
COc1ccc(S(=O)(=O)N(C)C[C@H]2Oc3c(NS(=O)(=O)c4ccccc4)cccc3C(=O)N([C@@H](C)CO)C[C@H]2C)cc1	12	.	-2.0	-6[16.7 µM]	-3	1	-3
COc1cccc(S(=O)(=O)N(C)C[C@H]2Oc3ncc(C#CCC(C)C)cc3C(=O)N([C@@H](C)CO)C[C@H]2C)c1	-5	-1	1.3	-5[16.7 µM]	1	-3	4
COc1ccc(NC(=O)CCCn2cnc3ccccc3c2=O)cc1	-1	-1	-1.2	-2	-2	-2	2
CN1CCN(Cc2nc3ccccc3n2C)CC1CCO (stereo not drawn)	-3	-8	-1.5	-1	-1	5	5
Cc1ccc(CN2CCN(/N=C/c3ccc(N(C)C)cc3)CC2)cc1	16	-1	0.8	2	0	-6	5
COc1ccc(C(=O)c2c3ccc(OC)cc3[n+]([O-])n2Cc2ccc(C(N)=O)cc2)cc1	-6	2	0.3	-3	.	.	-7
CCC/C(=N\NC(=O)C1CCCC1)c1ccccc1	-3	-6	-0.7	-2	5	0	1
C[C@@H]1CN([C@H](C)CO)C(=O)c2cc(NC(=O)Cc3ccccc3)ccc2O[C@@H](C)CCCCO[C@@H]1CN(C)Cc1ccc(C(F)(F)F)cc1	-16	.	1.3	-22[16.7 µM]	.	.	.
CCn1c(SC(C)C(=O)Nc2ccc(N3CCOCC3)cc2)nnc1C1CC1 (stereo not drawn)	11	3	-2.9	0	1	1	15
Nn1c(SCC(=O)N2CCCCCC2)nnc1-c1ccco1	-4	-3	-1.1	.	-6	-3	4
N#CCN1C(=O)NC2(CCCc3sccc32)C1=O (stereo not drawn)	-6	-3	0.4	1	-4	2	-3
COC(=O)c1ccc(Cn2c(O)c(N=NC(N)=S)c3ccccc32)o1	-5	2	2.7	-1	0	0	2
Cc1ccc(C(=O)OCC(=O)NC(=O)Cc2ccccc2)c(O)c1	-6	-1	-3.5	.	-4	-1	5
COc1ccc(CN2CCC(C)(Oc3ccc4c(c3)OCO4)C2)c2ccccc12 (stereo not drawn)	-2	2	-0.9	.	-2	0	-1
CCCCCc1c(CC)ncn1CCc1ccccc1OC	-10	1	2.6	.	10	3	-5
CCCc1nc2oc3ccccc3c(=O)c2c(=O)n1CCCOC	8	1	-0.8	-5	1	1	-5
C[C@H](NC(=O)C[C@H]1CC[C@H]2[C@@H](COC[C@H](O)CN2C(=O)Nc2ccccc2)O1)c1ccccc1	-11	0	0.4	-3[16.7 µM]	3	43*	-3

For reference, 4 of the compounds above.
SMILES	DENV2 CPE	CASP6 VEID inh	F508del corr	miR122 inh	SIRT5 inh	ERAP1 inh	ERp5 block
COc1ccc(CN2CCC(C)(Oc3ccc4c(c3)OCO4)C2)c2ccccc12 (stereo not drawn)	-2	2	-0.9	.	-2	0	-1
CCCCCc1c(CC)ncn1CCc1ccccc1OC	-10	1	2.6	.	10	3	-5
CCCc1nc2oc3ccccc3c(=O)c2c(=O)n1CCCOC	8	1	-0.8	-5	1	1	-5
C[C@H](NC(=O)C[C@H]1CC[C@H]2[C@@H](COC[C@H](O)CN2C(=O)Nc2ccccc2)O1)c1ccccc1	-11	0	0.4	-3[16.7 µM]	3	43*	-3

Additional structures:
SMILES	DENV2 CPE	CASP6 VEID inh	F508del corr	miR122 inh	SIRT5 inh	ERAP1 inh	ERp5 block
O=C(C[C@@H]1CC[C@@H](NC(=O)C2CC2)[C@@H](CO)O1)NCCCN1CCOCC1	-3	-3	-0.8	5[16.7 µM]	3	0	9
CCC/C(O)=C1\C(=O)CCCC1=NC(C)C(=O)O (stereo not drawn)	.	1	.	.	-5	0	-1
CN(C)C(=O)CCc1ccc2c3c([nH]c2c1)[C@]1(C)[C@@H](C(=O)N2CCOCC2)C[C@H](CC(=O)NC(C)(C)C)C(=O)N1CC3	0	4	-1.9	.	-3	-4	1
CS(=O)(=O)c1ccccc1C(=O)Nc1ccc(-c2nc3ccccc3[nH]2)cc1	-1	-2	-1.4	5	-3	-6	2
O=C(Nc1cccnc1)OC1CCCC1	.	-2	-1.3	.	-2	7	-3
COc1cc(OC)cc(-c2c(Sc3ccccc3)c3cc(-c4cnc(N5CCOCC5)nc4)ccc3n2C)c1	?	-1	3.8	.	-6	.	-1
Cc1ccc(-n2cnc3sc(C)c(C)c3c2=O)cc1	3	6	-0.7	.	-1	-4	0
Cc1ccc(CNCc2ccc3c(c2)OCO3)c(C)c1	-2	-2	-0.9	.	1	-5	4
C[C@@H]1CN([C@H](C)CO)C(=O)c2cc(NC(=O)Nc3ccc(C(F)(F)F)cc3)ccc2O[C@@H]1CN(C)CC1CCCCC1	8	-2	0.0	-42[16.7 µM]	-3	-1	3
CCc1nc(SCC(=O)N2CC(=O)Nc3ccccc32)c2c(C)c(C)sc2n1	-5	1	-1.3	-8	-4	3	5
Cc1c2n(c3ccccc13)CC/C2=N\O	-3	-2	-0.1	3	-3	-6	2
C#Cc1ccc(NC(=O)C2(C)CCN2C(=O)C2(c3ccccc3)CCCC2)cc1 (stereo not drawn)	13	-3	0.5	0	.	-3	-3
Cc1noc(C)c1NC(=O)N(C)C[C@@H]1Oc2ccc(NC(=O)Cc3ccccc3)cc2CC(=O)N([C@@H](C)CO)C[C@@H]1C	14	0	-3.2	2[16.7 µM]	-4	-2	2
CCN1CCN(C(=O)c2cc(COc3ccc(F)c(F)c3)on2)[C@@H](C)C1=O	-4	-2	-0.7	-8	-1	0	4
CCC(=O)Nc1ccc2c(c1)OC[C@@H](C)N(C(=O)CN(C)C)C[C@H](C)[C@H](OC)CN(C)C2=O	-1	-2	2.0	-3[16.7 µM]	0	2	-2
Cc1noc(C)c1NC(=O)N(C)C[C@H]1Oc2ccc(NC(=O)C3CC3)cc2C(=O)N([C@H](C)CO)C[C@@H]1C	-1&-1	4&0	-2.5&4.9	-10[16.7 µM]	-2&0	0&-2	0&-5

Outcome played no part in choosing rows. About 4% of those tested had a hit in this group.
